Cl transport mod: modulates chloride dependent transport by human KCC2; KCC2 cells, thallium flux FluoZin-2 fluorescence; B-score of Tl+ flux slope (higher = more flux/activation; lower = inhibition) at 10 µM; 190,000 compounds, 2.2% hits; AID 1456;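 active = thallium flux slope and its plate-corrected score both differing from the plate sample mean at a set confidence after two filtering rounds, in either direction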;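 note: slope of fluorescence scaled to starting intensity during 10 to 20 s after thallium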
Wee1 stabilizer: inhibitors of human Wee1 degradation | P30291 | HeLa Luc-Wee1K328M stability, luciferase luminescence; 100% = proteasome inhibitor MG132 effect | reporter increase, % at 5 µM | 220,000 compounds, 1.2% hits | AID 1321;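 active = activation above the mean of all tested compounds plus 3 SD, set per screening run, cut at about 8.8% in these data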;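 note: cells exposed to compound for 20 h before luminescence read; 0% = DMSO alone and 100% = MG132 at 30 µM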
Furin inhibitor: inhibitors of human furin. P09958. purified furin, fluorogenic substrate cleavage. 220,000 compounds, 0.061% hits. inhibition, % at 30 µM; in the data active = inhibition above about 25%; note: inactives centre near -15
Target sequence (P09958 108-714 limits assumed): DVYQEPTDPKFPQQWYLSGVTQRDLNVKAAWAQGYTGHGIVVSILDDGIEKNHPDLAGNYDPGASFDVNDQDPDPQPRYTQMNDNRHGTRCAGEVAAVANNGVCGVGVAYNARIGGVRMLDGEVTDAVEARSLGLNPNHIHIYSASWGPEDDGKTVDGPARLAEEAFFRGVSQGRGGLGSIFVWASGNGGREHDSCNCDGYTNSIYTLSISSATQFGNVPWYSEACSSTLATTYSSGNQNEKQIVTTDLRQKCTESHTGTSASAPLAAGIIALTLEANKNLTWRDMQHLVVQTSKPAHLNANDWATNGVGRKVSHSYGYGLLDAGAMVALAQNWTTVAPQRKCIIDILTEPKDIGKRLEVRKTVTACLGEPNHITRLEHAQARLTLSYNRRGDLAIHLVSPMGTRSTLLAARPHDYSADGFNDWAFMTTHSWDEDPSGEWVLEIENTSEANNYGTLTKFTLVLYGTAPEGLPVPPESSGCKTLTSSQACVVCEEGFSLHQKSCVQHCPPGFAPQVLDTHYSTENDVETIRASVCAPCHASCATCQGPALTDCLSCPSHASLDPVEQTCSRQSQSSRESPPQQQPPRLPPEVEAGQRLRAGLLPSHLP
thrombin 1536: blocks human thrombin protease activity. P00734. alpha-thrombin, Boc-VPR-AMC fluorogenic substrate cleavage. inhibition, % at 5 µM. 220,000 compounds, 0.26% hits. AID 1046;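 active = inhibition at or above 40%; inactive = inhibition below 40%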;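 note: 0% = enzyme with no compound and 100% = wells without enzyme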
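Material: human alpha-thrombin protein. Incubation: reaction at ambient temperature. Technique: fluorescence of released AMC, ex 355 nm, em 460 nm. Control set: no-compound enzyme wells and no-enzyme blanks. Also added: Boc-VPR-AMC substrate, 15 µM final. Buffer or medium: pH 7.5 Tris (50 mM) with NaCl 150 mM, Tween 20 0.05%.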
FXIa inh 1536: inhibitors of human coagulation factor XIa. 220,000 compounds, 0.14% hits. purified FXIa, Boc-Glu-Ala-Arg-AMC fluorogenic substrate. P03951. inhibition, % at 5 µM;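 active = inhibition of at least 40%; inactive = inhibition below 40%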;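 note: fluorescence of freed AMC excited at 355 nm; 0% = enzyme without compound and 100% = no enzyme blank; many of its hits are not listed in these tables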
KLK5 inh: blocks human kallikrein 5 protease activity | inhibition, % at 5 µM | 210,000 compounds, 0.59% hits | recombinant hK5, fluorogenic AMC substrate cleavage | Q9Y337;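 active = inhibition of 40% or more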;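 note: 0% = enzyme controls without compound and 100% = no-enzyme blanks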
Target sequence (Q9Y337 67-293 limits assumed): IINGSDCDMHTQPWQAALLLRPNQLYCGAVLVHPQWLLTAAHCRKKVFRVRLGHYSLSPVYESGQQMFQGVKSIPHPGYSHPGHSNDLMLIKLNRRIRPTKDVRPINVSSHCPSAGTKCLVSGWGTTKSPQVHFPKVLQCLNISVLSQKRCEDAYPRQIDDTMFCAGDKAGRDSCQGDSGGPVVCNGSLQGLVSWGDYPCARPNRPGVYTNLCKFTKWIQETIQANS
p97 ATPase inh: blocks human p97 ATPase activity. 220,000 compounds, 0.42% hits. recombinant p97 ATPase, Kinase-Glo ATP luminescence, 3 h. inhibition, % at 8 µM; in the data active = inhibition above about 15%;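 note: 0% = DMSO vehicle and 100% = wells lacking enzyme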
FXIIa inh: inhibitors of human coagulation factor XIIa. P00748. 220,000 compounds, 0.3% hits. purified FXIIa, Boc-QGR-AMC fluorogenic substrate, 2 h. inhibition, % at 5 µM; in the data active = inhibition above about 40%;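 note: 0% = enzyme with no compound and 100% = blank without enzyme; many of its hits are not listed in these tables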
PERK inh: inhibitors of human PERK kinase | Q9NZJ5 | inhibition, % at 5.6 µM | 220,000 compounds, 0.17% hits | AID 1416 | CHO PERK-DD fusion, SEAP luminescence translation reporter;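 active = inhibition above the mean inhibition of all tested compounds plus 3 SD, set separately per screening campaign, cut at about 2.9% in these data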;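 note: PERK kinase domain activated by AP20187 dimerizer at 100 nM; 0% = DMSO with dimerizer and 100% = rapamycin at 8.4 µM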
* = called active by the depositor; . = no result given; & = joins results of further samples; [ ] = dose if it differs, or a comment.

SMILES	Cl transport mod	Wee1 stabilizer	Furin inhibitor	thrombin 1536	FXIa inh 1536	KLK5 inh	p97 ATPase inh	FXIIa inh	PERK inh
O=C(Oc1ccc(-c2csnn2)cc1)C1CC1	0.48	-1	-11	-7	-1	-2	8	2	-0.1
COc1ccc(-c2[nH]ncc2CN(C)CCc2c(C)n[nH]c2C)c(F)c1	0.3	-1	-22	-4	-3	.	2	4	0.7
CCOc1ccc(Nc2nc(N3CCCCC3)nc(N3CCCCC3)n2)cc1	0.73	-3	-16[20 µM]	-6	6	-17	1	12	1.0
CCCCN=c1scc(-c2ccc3c(c2)NC(=O)CO3)n1N=C1CCCC1	1.1	1	-15[20 µM]	-1	-12	-30	-5	7	-1.5
CCCCCCCn1c(=N)n(CC(=O)c2ccco2)c2ccccc21	0.35	0	-17[20 µM]	-6	-12	-5	-3	-1	-0.9
Cc1nc2ccccc2nc1NS(=O)(=O)c1ccc(N)cc1	1.7	7	-1	-6	7	-2	10	7	0.1
CCC(C)N(C)C1CCN(C(=S)Nc2ccc(OC)cc2)CC1 (stereo unspecified)	0.19	-2	-17	-13	-6	4	1	-4	1.1
Cc1ccc2c(c1)nnn2C1CCN(CC(=O)NCCc2ccccc2)CC1	-0.77	4	-16	4	4	1	-4	22	-1.0
Cc1ncc(CO)c(/C=N/NC(=O)c2cc3c(s2)CCCC3)c1O	-0.31	0	-13	-7	-3	-3	2	.	0.4
OCCCNc1nc(-c2ccc(Br)cc2)nnc1-c1ccc(Cl)cc1	-0.29	-1	-13	-10	-3	-14	4	5	-1.4
CC(C)CCNc1c(-c2cccs2)nc2ccccn12	-0.87	4	-56	3	-4	-13	-2	3	-0.4
Nc1nnc(SCCOc2ccc(Br)cc2)s1	-1.2	1	-24	7	3	6	6	-4	0.4
CNC(=O)CN1C(=O)CSc2ncccc21	1.2	-2	-28	-2	-2	1	4	2	1.7
CSCCC(NC(=O)c1ccccc1Br)C(=O)NCC1CCCCC1 (stereo unspecified)	0.31	3	-26	-27	-5	-1	-1	12	0.2
CCOc1ccc(N2C(=O)CC(N(C)Cc3ccccc3)C2=O)cc1 (stereo unspecified)	-1	-2	-9	-1	13	-3	-4	14	-0.5
CS(=O)(=O)N(Cc1ccccc1)c1ccc(C(=O)Nc2ccc3c(c2)OCO3)cc1	-0.64	0	-11[20 µM]	2	4	-16	1	14	-1.7
COc1ccc(S(=O)(=O)NCCOc2ccccc2)cc1C	-1.1	-1	-18	-6	2	6	-2	10	0.7
CN(Cc1nc(-c2cccc(Cl)c2)no1)C1CCOCC1	.	1	-9	6	1	.	0	14	0.3
CCC(=O)Oc1ccc(C(=O)Nc2ccccc2C(=O)NCC(C)C)cc1	0.093	-4	-20	-6	-7	-2	4	2	0.5
CCOC(=O)c1ccc(-c2ccc(C(=O)Nc3cccnc3)o2)cc1	-0.95	1	7	-3	-5	-7	-1	4	0.4
COc1ccc(C2c3c(-c4cc(Cl)c(C)cc4O)n[nH]c3C(=O)N2Cc2cccnc2)cc1OC (stereo unspecified)	.	-1	-11	57*	9	19	1	25	0.1
O=C(/C=N/O)Nc1cccnc1	.	-1	-21[20 µM]	-7	14	1	5	19	1.1
C/C(=N\NC(=O)Cn1c(-c2ccccn2)nc2ccccc21)c1ccccc1	-0.51	-1	-7	-1	-7	-19	4	7	-1.1
Cn1c(=O)c(=O)n(C)c2cc(S(=O)(=O)N3CCCC3C(=O)NCc3ccco3)ccc21 (stereo unspecified)	0.076	9.0*	-12	-3	-1	5	7	4	1.9
Cc1ccc(C(=O)N/N=C/c2cn(Cc3ccccc3)c3ccccc23)cn1	-2.3	-3	-12	-3	7	4	6	1	-1.5
Cc1ccc(S(=O)(=O)N(C)C)cc1NC(=O)CSc1nc2ccccc2[nH]1	0.19	0	-16	-10	-4	-19	2	-1	0.0
CC(CNCC1CCCO1)COc1cccc2ccccc12 (stereo unspecified)	0.037	2	-17[20 µM]	-7	20	-25	4	18	-1.2
CCC(CC)C(=O)N=C1SC2CS(=O)(=O)CC2N1CCc1ccc(OC)c(OC)c1 (stereo unspecified)	-0.35	-1	-17	-5	0	-1	-5	8	-0.8
COC(=O)c1[nH]c2ccc(Br)cc2c1NC(=O)Oc1ccccc1	0.067	-1	-15[20 µM]	3	-15	8	-6	23	0.0
O=C(CNC(=O)c1ccco1)N/N=C/c1cccs1	-0.27	1	-17	0	2	2	3	6	0.2
O=C(NCc1cccs1)C1CC(c2ccc(Cl)cc2)=NO1 (stereo unspecified)	0.83	-3	-15	-8	0	-4	-1	6	0.7
Cc1ccc2cc(CN(Cc3ccccc3)Cc3nnnn3C3CCCC3)c(=O)[nH]c2c1	.	-2	2	3	7	-11	-9	15	-0.5
Cc1ccc(-c2cc(C(=O)NCc3cnn(C)c3C)c3cc(Br)ccc3n2)cc1	0.005	-1	-12[20 µM]	1	-2	-5	-8	24	-1.3
COC(=O)c1sccc1NC(=O)c1cc(-c2cc(C)ccc2C)nc2ccccc12	.	-1	-13[20 µM]	1	-5	3	2	5	1.2
COc1ccc(N2CCC(CNC(=O)Nc3ccc(Cl)cc3)C2)cc1 (stereo unspecified)	1.3	-3	-14	-6	-7	-3	-1	7	-0.2
O=C(Nc1ccc(N2CCN(C(=O)c3ccco3)CC2)cc1)c1cccc(F)c1	.	4	-22	-5	-5	-2	3	3	-1.3
CCCOC(=O)c1ccc(OCC(O)Cn2c(C)nc3ccccc32)cc1 (stereo unspecified)	0.069	-3	-14	8	0	-18	-5	9	-0.8
Cc1c(C(=O)N2CCN(Cc3ccccc3)CC2)sc2ncnc(N3CCOCC3)c12	-2.9	-3	-12	-4	2	-1	1	8	-0.7
Nc1cc(=O)n(Cc2ccccc2)c(=O)n1-c1ccc(Cl)cc1	-0.96	-3	-9	-5	1	-3	-2	4	-0.7
CCOC(=O)/C(C#N)=N\Nc1cc(Cl)ccc1OC	0.45	1	-2	0	1	0	-8	3	-0.1
CCn1c(=O)c(C(=O)NCCc2ccccc2)c(O)c2ccccc21	0.56	-2	-22[20 µM]	0	-1	17	-3	13	-1.5
CSc1nnc(-c2ccc(O)cc2)n1C	0.91	-2	-15	-1	15	6	6	17	0.4
CC(=O)Oc1ccc2c(C)c(CC(C)O)c(=O)oc2c1 (stereo unspecified)	1.6	2	-151	-17	-38	-37	0	-23	0.9
COc1cc(OC)c(C2=NOC(C(=O)Nc3cc(C)nn3-c3ccccc3)C2)cc1Cl (stereo unspecified)	-1.4	1	-17[20 µM]	0	-3	-37	5	8	-0.5
CCOC(=O)Cn1c(O)c(N=NC(=O)OC)c2ccccc21	0.29	0	-16	-4	3	5	6	10	2.5
CC1=CC(C)=Nc2ccc(C)cc2N1	0.65&0.22	2&2	-13	-2&3	-7&-9	-28&-15	2&1	7&7	-0.4&-0.3
COc1ccccc1NC(=O)C1=C(C)Nc2nc(-c3cccs3)nn2C1c1cccc(O)c1 (stereo unspecified)	-0.87	-1	8	3	-2	-2	0	17	-0.9
Cc1cc([N+](=O)[O-])nn1CCCC(=O)Nc1cccnc1Cl	-0.53	8	-16	-3	0	2	3	9	-0.1
Cc1ccsc1/C=N/NC(=O)c1cccs1	2.7	1	3	4	-9	-5	6	6	1.0
Cc1[nH]nc2c1C(c1ccc(O)cc1)C1=C(CC(C)(C)CC1=O)N2 (stereo unspecified)	0.98	-2	1	-6	17	6	1	7	1.2
CCN(C(=O)COC(=O)C(Cc1ccccc1)N1C(=O)c2ccccc2C1=O)C1CCS(=O)(=O)C1 (stereo unspecified)	0.55	-3	-14	-7	-7	-8	6	10	1.0
COCCNC(=S)N/N=C(\C)c1ccc(Cl)c(Cl)c1	6.6*	0	-20	-1	-2	0	1	8	0.8
CCOc1ccc(S(=O)(=O)n2ccnc2)c2ccccc12	0.72	.	-17	1	8	-9	.	19	.
O=C(Oc1ccccc1)c1cc2ccccc2o1	1.1	5	-10[20 µM]	1	4	6	5	14	0.7
CCc1nnc(NC2=NCCC2)s1	.	-1	3	-3	1	3	1	13	2.3
CC(=O)OC1C2CCC1C([N+]1(C)CCCCC1)CC2 (stereo unspecified)	1.7	-1	-21	-4	-8	-9	2	4	1.2
Cn1c(N)c(C(=O)CSc2nc(N)cc(=O)[nH]2)c(=O)n(C)c1=O	1.2	2	-11[20 µM]	2	1	-5	4	10	0.1
CCCc1c(O)nc(SC2CC(=O)N(c3ccc(OC)cc3)C2=O)[nH]c1=O (stereo unspecified)	0.28	-1	-18	-5	2	-2	1	7	1.4
CCOC(=O)CSc1nc(C)[nH]c1[N+](=O)[O-]	-0.084	2	-4	6	-3	-5	0	3	0.1
O=C(c1cccc(Br)c1)c1conc1C(=O)c1ccco1	-1.6	-2	-14	31	16	18	-7	21	-0.2

Next section
SMILES	Cl transport mod	Wee1 stabilizer	Furin inhibitor	thrombin 1536	FXIa inh 1536	KLK5 inh	p97 ATPase inh	FXIIa inh	PERK inh
Cc1ccc(N2C(=O)CS/C2=C(\C(Cl)=C(Cl)Cl)[N+](=O)[O-])cc1	-0.62	-1	-21[20 µM]	-2	4	-3	4	13	0.5
NC1=NC(=O)C(Cc2ccccc2)S1 (stereo unspecified)	.	-4	-19	-8	-5	-1	5	6	1.2
CC(C)(C)CC(C)(C)NCC(=O)Nc1c2c(nc3ccccc13)CCC2	.	-3	-9	-3	-1	1	-4	9	-1.3
O=C(CSc1nnc2scc(-c3ccccc3)n12)N1CCCc2ccccc21	-0.39	6	-28	-2	20	-16	6	16	-0.7
O=C(COC(=O)c1ccccc1O)Nc1ncc(Cl)cc1Cl	0.51	0	-8	6	-2	13	5	5	0.0
Cc1cc(N2CCOCC2)nc2ccc(NC(=O)CCC(=O)N3CCC(C)CC3)cc12	1	1	-19	-2	-5	-35	-1	9	0.5
Cc1onc(-c2ccccc2Cl)c1C(=O)NC(=S)Nc1ccccc1F	54*	-5	-18	-3	-2	-1	2	4	0.7
CCOC(=O)c1c(NC(=O)c2ccc(Br)o2)sc(C)c1CC	0.31	0	-9	7	3	8	1	-2	1.5
CCOC(=O)c1cc(-c2ccc(F)cc2)n(CC(=O)NCc2ccccn2)c1C	-0.45	6	-15	2	0	-8	-4	12	-0.7
CC1CCC(C(C)C)C(OC(=O)C2=C3c4ccccc4S(=O)(=O)N3CC2)C1 (stereo unspecified)	-0.38	-2	-18[20 µM]	-6	1	-3	4	6	1.8
CCCNC(=O)COC(=O)/C=C/c1ccc(C)o1	-0.4	-1	-4	-3	5	-1	-7	8	-0.1
CCNC(=O)NC(=O)C(C)OC(=O)C1CCN(S(=O)(=O)c2ccc(C)c(C)c2)CC1 (stereo unspecified)	-0.27	8	-18	-5	4	1	1	14	0.3

Entries above that bear a hit mark in Wee1 stabilizer:
SMILES	Cl transport mod	Wee1 stabilizer	Furin inhibitor	thrombin 1536	FXIa inh 1536	KLK5 inh	p97 ATPase inh	FXIIa inh	PERK inh
Cn1c(=O)c(=O)n(C)c2cc(S(=O)(=O)N3CCCC3C(=O)NCc3ccco3)ccc21 (stereo unspecified)	0.076	9.0*	-12	-3	-1	5	7	4	1.9

Some entries already given, limited to p97 ATPase inh.
canonical_smiles	p97 ATPase inh
CC(C)(C)CC(C)(C)NCC(=O)Nc1c2c(nc3ccccc13)CCC2	-4
O=C(CSc1nnc2scc(-c3ccccc3)n12)N1CCCc2ccccc21	6
O=C(COC(=O)c1ccccc1O)Nc1ncc(Cl)cc1Cl	5
Cc1cc(N2CCOCC2)nc2ccc(NC(=O)CCC(=O)N3CCC(C)CC3)cc12	-1
Cc1onc(-c2ccccc2Cl)c1C(=O)NC(=S)Nc1ccccc1F	2
CCOC(=O)c1c(NC(=O)c2ccc(Br)o2)sc(C)c1CC	1

Compound activity from PubChem BioAssay.
